# High-throughput results as filed in PubChem BioAssay.
# HTR1A agonist: human 5-HT1a receptor agonists, primary screen, cell-based, CHO, Ga15 NFAT-bla reporter. CHO 5-HT1a Ga15 NFAT-bla reporter, FRET ratio; 0% basal, 100% maximal reference agonist. activation, % at 10 µM. actives 0.56% (n = 65,000). AID 567, 2006;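 active = activation above the screen-wide mean activation plus 3 SD, cut at about 19% in these data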;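 also: 0% = DMSO wells and 100% = 5-CT at EC100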
# Jurkat tox 60K: cytotoxicity toward Jurkat T cells, primary screen, cytotoxicity control, cell-based, Jurkat E6.1, 60K MLSMR library; Jurkat E6.1 viability, ATP luminescence, 48 h; inhibition, % at 4 µM; actives 1.2% (n = 56,000); AID 463, 2006;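 active = inhibition above the mean inhibition of all tested compounds plus 3 SD, cut at about 28% in these data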
# S1P3 agonist: human S1P3 receptor agonists, primary screen, cell-based, primary and confirmation, NFAT-BLA reporter; actives 0.1% (n = 60,000); Sphingosine 1-phosphate receptor 3 (Homo sapiens), Q99500; S1P3 NFAT-BLA reporter cells, agonism, FRET ratio; relative to 1 µM S1P, basal subtracted; activation, % at 4.5 µM;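 active = activation above the screen-wide mean plus 3 SD, cut at about 4.5% in these data, passing the limit was not always enough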; also: some compounds called inactive have numbers as strong as hits
#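 Material: Human S1P3 NFAT-BLA reporter CHO cells | Incubation: Overnight plating, 4 h compound 37 °C, 2 h substrate RT | Signal: FRET β-lactamase substrate fluorescence, excitation 405 nm, 460/535 nm emission ratio, background-subtracted | Compound: 4.5 µM final, single dose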
# 5-HT1A blocker: human 5-HT1a receptor antagonists, primary screen, cell-based, CHO, Ga15 NFAT-bla reporter. 5-hydroxytryptamine receptor 1A (Homo sapiens), P08908. actives 0.68% (n = 62,000). CHO 5-HT1a Ga15 NFAT-bla reporter, antagonist mode. inhibition, % at 10 µM. AID 612, 2007;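 active = inhibition above the mean of all tested compounds plus 3 SD, cut at about 43% in these data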;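 also: receptor stimulated by 5-CT agonist at 100 nM near EC80; beta-lactamase reporter measured by ratiometric fluorescence of a cleavable substrate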
# S1P1 ag pot: S1P1 agonists and agonism potentiators, primary screen, cell-based, primary and confirmation screens, CRE-bla reporter. Sphingosine 1-phosphate receptor 1 (Homo sapiens), P21453. S1P1 CRE-bla cells, forskolin, beta-lactamase FRET, potentiator mode; S1P1 agonist co-added at EC20, 2 nM; 100% = saturating reference agonist, 0% = basal. activation, % at 9.5 µM. actives 0.57% (n = 56,000). AID 449, 2006;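 active = activation above a cutoff set at the mean activation of all tested compounds plus 3 SD, cut at about 54% in these data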;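 also: forskolin at 4 µM as EC80 and the EC20 agonist is SEW2871; 100% = SEW2871 at its EC100 plus forskolin at EC80; some compounds past the cut are filed as inactive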
# Target sequence (P21453 whole entry, looked up): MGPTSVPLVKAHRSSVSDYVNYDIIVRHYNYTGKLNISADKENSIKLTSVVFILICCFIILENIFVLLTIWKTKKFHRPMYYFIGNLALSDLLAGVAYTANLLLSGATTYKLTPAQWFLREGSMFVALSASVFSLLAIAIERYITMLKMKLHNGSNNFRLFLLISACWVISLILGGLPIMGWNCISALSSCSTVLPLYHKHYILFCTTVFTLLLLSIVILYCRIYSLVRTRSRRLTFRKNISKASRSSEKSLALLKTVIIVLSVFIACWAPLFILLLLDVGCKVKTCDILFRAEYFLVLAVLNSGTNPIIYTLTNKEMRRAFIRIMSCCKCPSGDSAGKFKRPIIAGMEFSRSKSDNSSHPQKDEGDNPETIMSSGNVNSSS
# HTR1E agonist: 5-HT1E receptor agonists, primary screen, cell-based, HTS. 5-hydroxytryptamine receptor 1E (Homo sapiens), P28566. CHO 5-HT1E Ga15 NFAT-bla reporter, FRET; 0% DMSO wells, 100% control agonist wells. activation, % at 6 µM. actives 0.69% (n = 65,000). AID 574, 2007;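 active = activation above a set limit, the screen-wide mean activation plus 3 SD, cut at about 8.5% in these data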;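 also: 100% = positive control agonist at 1 µM giving full maximal response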
# Target sequence (P28566 whole entry, looked up): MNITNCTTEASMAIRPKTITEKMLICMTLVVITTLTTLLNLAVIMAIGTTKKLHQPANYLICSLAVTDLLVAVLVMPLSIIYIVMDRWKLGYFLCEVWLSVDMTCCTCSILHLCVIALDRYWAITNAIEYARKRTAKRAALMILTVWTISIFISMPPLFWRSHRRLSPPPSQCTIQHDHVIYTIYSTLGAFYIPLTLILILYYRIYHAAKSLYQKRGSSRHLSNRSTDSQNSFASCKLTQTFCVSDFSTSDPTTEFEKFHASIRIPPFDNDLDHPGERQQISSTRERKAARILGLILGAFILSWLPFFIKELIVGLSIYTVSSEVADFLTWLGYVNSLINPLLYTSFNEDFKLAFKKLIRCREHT
# HEK293 NFkB inh: inhibitors of PMA/ionomycin-induced NF-kB reporter, primary screen, antigen receptor NF-kB inhibitor project, cell-based, HEK-293 luciferase reporter, luminescence | AID 465, 2006 | HEK-293 NF-kB luciferase reporter | inhibition, % at 3 µM | actives 0.21% (n = 62,000);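 active = inhibition above the mean of all tested compounds plus 3 SD, cut at about 40% in these data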;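 also: 0% = stimulated DMSO wells and 100% = 10 µM reference inhibitor 5653914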
#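 Signal: luciferase luminescence; Material: HEK-293 cells with stable firefly luciferase reporter driven by four HIV NF-kB elements; Probe or stimulus: PMA with ionomycin; Replication: tested once; Times: 1 h compound pretreatment, then 16 h stimulation at 37 °C, 5% CO2; Benchmarks: DMSO and 10 µM reference inhibitor; Evaluation: per-plate % inhibition versus controls.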
# HTR1E antagonist: 5-HT1E receptor antagonists, primary screen, cell-based, HTS | 5-hydroxytryptamine receptor 1E (Homo sapiens), P28566 | CHO 5-HT1E Ga15 NFAT-bla reporter, FRET, antagonist | inhibition, % at 6 µM | actives 0.99% (n = 65,000) | AID 571, 2007;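 active = inhibition above a set limit, the mean inhibition across every tested compound plus 3 SD, cut at about 29% in these data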;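 also: signal is the 460 over 535 nm emission ratio of beta-lactamase substrate; 0% = agonist plus DMSO wells and 100% = wells without agonist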
# D1 allo mod: D1 CRE-luciferase signal change, two-sided – cell-based, HEK293 D1, dopamine EC30, D1 allosteric modulator project, primary screen; B-score at 10 µM; dopamine EC30 potentiation; actives deviate in either direction; AID 641, 2007; actives 5.9% (n = 58,000); D(1A) dopamine receptor (Homo sapiens), P21728;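 active = luminescence count or its row- and column-corrected plate score outside the 99.7% band of the plate's sample wells, on either side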
# Starred values were filed as active, the others as inactive; . = no result given. The order is random; about 8.3% have a hit in one of these screens.
SMILES,HTR1A agonist,Jurkat tox 60K,S1P3 agonist,5-HT1A blocker,S1P1 ag pot,HTR1E agonist,HEK293 NFkB inh,HTR1E antagonist,D1 allo mod
Cc1c(Br)cc(-c2nnco2)cc1Br,-3.5,-4.2,-1.5,7.3,-12.1,-0.1,-2.4,-2.2,0.625
CCCN1CCN(CCCNC(=O)C2CCN(c3nnc(-n4cccc4)s3)CC2)CC1,-1.1,-11.2,0.6,0.6,-4.9,0.2,7.3,1.0,-0.057
O=C(O)c1cc2nc(-c3ccc(F)cc3)cc(C(F)(F)F)n2n1,-3.6,-4.2,-0.9,0.6,-3.8,0.1,12.5,1.2,0.0912
COC(=O)C1=C(N)Oc2cc(C)[nH]c(=O)c2C1c1cc(OC)c(OC)c(OC)c1 (stereo not drawn),0.9,1.3,0.1,-4.3,-8.4,0.5,-3.3,-4.9,.
COc1ccccc1CNC(=O)c1cc2c(=O)n(C)c3ccccc3c2n1C,-1.3,1.9,-0.2,-0.6,-17.3,0.6,4.4,-8.5,0.493
CC(Sc1nc2ccccc2s1)C(=O)N1CCOCC1 (stereo not drawn),-0.6,.,.,-7.1,.,-0.6,8.2,-4.9,0.00284
Cc1ccc(S(=O)(=O)N2CCC(C(=O)N3CCC(C(=O)NCc4cccnc4)CC3)CC2)cc1,-1.8,-2.4,0.0,2.3,-8.0,-0.5,7.4,1.1,-0.804
O=C(NCCCN1CCOCC1)C1CC(=O)N(CCc2ccccc2)C1 (stereo not drawn),-3.2,-4.0,0.1,2.7,-21.4,-1.0,11.7,-5.4,-0.38
CCn1cc(S(=O)(=O)CC(=O)Nc2cc(C)on2)c2ccccc21,-2.0,.,.,-6.6,.,0.0,10.6,-13.5,-0.343
COc1ccc(NC(=O)N2CCC(O)(c3cccnc3)CC2)c(OC)c1,-2.3,4.1,-0.8,4.2,8.3,0.9,17.2,2.1,0.666
COCCN(C(=O)CCC(=O)Nc1cccnc1)C(C(=O)NC1CCCCC1)c1ccccc1 (stereo not drawn),-1.3,-2.3,-2.2,3.6,7.1,0.3,29.2,-0.7,-0.434
CS(=O)(=O)N1CCN(c2ccc(NC(=O)c3ccc(Br)o3)cc2)CC1,-2.1,7.6,-1.5,8.4,-13.9,-1.3,-14.0,0.5,2.33
COC(=O)c1cc(-c2c(C)nn(-c3ccccc3)c2C)n[nH]1,1.4,-4.6,-1.1,-4.0,-3.7,-1.1,-4.8,5.4,0.379
CCN(CC)C(=O)CSc1nnc(-c2ccccc2)n1N,-0.2,.,.,-8.2,.,0.2,5.3,6.3,-0.18
O=C(c1ccc(COc2ccc(F)cc2)o1)n1cccn1,0.5,-2.2,-0.3,0.0,0.3,-1.3,1.1,-0.6,.
COc1cccc(NC(=O)c2ccccc2-c2nc(-c3ccc(F)cc3)no2)c1,0.8,-6.2,-0.5,37.0,6.6,0.1,-1.1,-2.2,-0.582
Cc1nc2c(F)c(F)c(C(F)(F)F)c(F)c2[nH]1,0.7,4.0,-0.5,-13.4,12.7,1.5,11.7,-1.4,0.0154
Cc1ccc(-c2csc3ncnc(OCC(=O)NC(=O)NCc4ccco4)c23)cc1,-2.6,5.2,0.7,0.2,0.9,-0.2,11.0,2.8,0.775
NS(=O)(=O)c1ccc(Nc2nc(-c3ccc(O)cc3)cs2)cc1,-3.1,-2.6,0.6,4.6,.,-1.0,3.4,5.3,-1.91
O=C(CSc1nnc(-c2ccc(Cl)s2)o1)N1CCCc2ccccc21,-1.4,-5.5,-1.4,-5.7,-4.2,-0.4,3.5,-12.6,-2.65*
COc1ccc(C(=O)NC2CC3CCCC(C2)N3CC(C)C)cc1OC (stereo not drawn),0.4,-11.9,0.3,-14.9,-8.4,-0.7,-6.4,-8.9,-0.719
COc1cccc(Nc2ncccc2C(=O)NCc2ccccc2)c1,13.8,0.9,-0.4,8.7,.,3.2,-12.8,1.9,10.9*
COc1ccc(C2c3c(oc4ccccc4c3=O)C(=O)N2c2ccccn2)cc1 (stereo not drawn),2.3,1.7,-0.4,-3.5,-26.1,0.6,9.9,-3.4,-0.567
COc1ccccc1NC(=O)CN1CCN(c2ccccc2F)CC1,-2.5,3.2,-1.5,-3.6,-29.4,0.4,-3.9,-8.4,-0.903
C=C(C)CSC1=C(C#N)C(c2ccccc2)CC(=O)N1 (stereo not drawn),0.4,-3.2,-0.6,-3.5,4.6,-0.8,3.4,11.8,-1.71

# The listing continues.
SMILES,HTR1A agonist,Jurkat tox 60K,S1P3 agonist,5-HT1A blocker,S1P1 ag pot,HTR1E agonist,HEK293 NFkB inh,HTR1E antagonist,D1 allo mod
O=C(NC1=NCCS1)NC12CC3CC(CC(C3)C1)C2,-0.6,1.6,-0.1,-8.4,-9.4,0.9,20.4,-4.5,0.128
CC(NC(=O)C1CCC1)c1ccccc1 (stereo not drawn),-0.7,0.6,-0.4,-3.5,-16.2,0.4,-2.4,3.5,-0.268
Cc1ccc(C(=O)Nc2ccccc2C(=O)NC(CC(=O)O)C(=O)O)cc1 (stereo not drawn),-1.9,-6.2,0.3,-3.6,3.3,-0.1,5.3,-10.0,-0.0632
O=C(OCc1nnc(-c2ccccc2)o1)C1CCN(S(=O)(=O)c2cccs2)CC1,-2.7,9.4,-0.4,9.9,-9.5,-0.9,12.8,-4.0,0.192
CCOC(=O)c1c(C)[nH]c(C)c1C(=O)Cn1nnc(-c2ccccc2C)n1,-1.9,-1.3,1.8,-19.7,-4.5,0.1,12.2,0.0,1.39
C[N+]12CCC(CC1)C(OC(=O)C(O)(c1ccccc1)c1ccccc1)C2 (stereo not drawn),-1.3,.,-2.7,.,-5.5,-0.4,.,-32.1,-0.0259
COc1ccc2c(c1)[nH]c1c(=O)n(CC3CCCO3)cnc12 (stereo not drawn),-3.0,.,-0.7,.,18.9,0.0,.,8.0,-0.304
COC(=O)c1[nH]c2cccc(C)c2c1NC(=O)CN1CCN(C(=O)c2ccco2)CC1,-1.3,0.2,0.0,2.3,21.8,0.6,8.0,-6.0,-0.198
CCN1C(=O)c2cccc3c(S(=O)(=O)Nc4ccccc4OC)ccc1c23,0.1,14.0,-0.9,1.5,-20.1,-0.4,14.7,2.2,.
COC(=O)c1c(C(C)=O)cnc2ccc(Br)cc12,0.5,-4.2,-0.7,-2.3,7.3,0.3,3.5,-2.2,0.198
O=C(Nc1ccncc1)c1cccs1,0.7,3.0,0.2,-12.2,-1.6,1.0,16.9,-5.4,0.684
COC(=O)c1ccc(CSc2nnc(-c3c[nH]c4ccccc34)n2C)o1,-0.4,-9.5,-0.6,4.3,7.2,0.4,-4.6,-11.8,-0.156
Cc1ccc(C(C#N)N2CCOCC2)cc1 (stereo not drawn),1.0,2.1,0.7,-3.3,-12.8,-0.1,15.2,-11.5,-1.73
CC(=O)OCc1c(F)c(F)c(-n2nc(C)cc2C)c(F)c1F,-1.8,9.8,-1.1,-4.1,4.5,0.2,19.1,-2.6,-0.982
CCN(CC)CCOc1c(Br)ccc2c1sc1nc3n(c(=O)c12)CCC3,3.8,4.6,-0.4,-27.7,-25.0,1.4,17.2,13.6,2.66*
COc1ccccc1N=Cc1nc(-c2ccccc2)oc1OC(C)=O,-4.4,.,-1.7,.,-3.9,0.2,.,11.6,-1.88
CNc1nnc(-c2cccc(N(C)C)c2)s1,-1.1,1.7,0.2,1.5,17.9,-0.4,-1.3,-4.7,0.0603
CCOc1cc(S(=O)(=O)NC2CC(C)(C)NC(C)(C)C2)ccc1F,-0.1,-3.3,0.1,-12.3,-2.1,0.5,-3.5,0.9,.
O=C(NCc1ccc2c(c1)OCO2)c1ccc(-c2ccc(Cl)cc2)o1,-3.2,4.0,-0.4,-4.3,-11.8,-1.3,13.2,1.4,0.585
COCC(=O)Nc1nc2n(n1)C(c1ccccc1)CC(c1ccc(OC)cc1)N2 (stereo not drawn),3.4,4.0,-0.5,-4.6,-9.9,0.8,10.9,-5.1,-0.00234
O=C(Nc1ccc(CN2CCOCC2)cc1)c1cc2ccccn2n1,-2.3,4.1,-0.2,10.7,-2.3,1.7,-6.9,5.2,-7.3*
O=C(Cn1cc2c(n1)CCCC2)NCCCN1CCN(C2CCCCC2)CC1,-1.7,-2.8,0.5,-5.2,-0.6,0.1,4.2,6.3,0.402
Cn1c(=O)c2cc(S(=O)(=O)NCCC(=O)NCCC3=CCCCC3)ccc2n(C)c1=O,-1.6,-6.8,-0.1,-13.7,-4.3,-0.6,2.0,-8.4,1.46
COC(=O)C(Nc1nccs1)(OC)C(F)(F)F (stereo not drawn),-2.6,5.5,-0.9,-6.1,12.0,-1.9,3.2,-10.8,0.171
CCOC(=O)N1CCN(c2c(NCCN3CCCCC3CC)c(=O)c2=O)CC1 (stereo not drawn),-1.2,0.2,-0.1,2.6,-26.4,0.6,14.5,-6.8,0.00825
CCCC(=O)c1c(C)c2ccccc2n1C,-1.6,-3.0,-1.7,5.7,0.3,-0.3,9.1,-2.2,-0.0292
COc1cccc(-c2cc(C(=O)Nc3c(C)nn(Cc4ccccc4)c3C)no2)c1,-2.9,1.6,-0.9,0.3,11.3,0.2,17.3,-3.1,0.609
CCCCn1c(CNC(C)=O)nc2ccccc21,-1.8,-5.0,-0.2,5.5,2.2,0.4,9.9,-2.3,0.334
CCOP(=O)(c1ccc(N(C)C)cc1)C(O)c1ccccc1OC (stereo not drawn),-2.0,1.3,-0.9,-3.4,14.7,-0.9,22.4,-30.6,0.466
CCN1CCN(S(=O)(=O)c2cc(OCC(=O)NC3CCCCC3)c(C)cc2Cl)CC1,-1.5,53.3*,-1.1,5.9,36.3,-0.9,24.5,4.0,-2.24

# 3 of the compounds above, with tabs:
SMILES	HTR1A agonist	Jurkat tox 60K	S1P3 agonist	5-HT1A blocker	S1P1 ag pot	HTR1E agonist	HEK293 NFkB inh	HTR1E antagonist	D1 allo mod
Cn1c(=O)c2cc(S(=O)(=O)NCCC(=O)NCCC3=CCCCC3)ccc2n(C)c1=O	-1.6	-6.8	-0.1	-13.7	-4.3	-0.6	2.0	-8.4	1.46
CCOP(=O)(c1ccc(N(C)C)cc1)C(O)c1ccccc1OC (stereo not drawn)	-2.0	1.3	-0.9	-3.4	14.7	-0.9	22.4	-30.6	0.466
CCN(CC)C(=O)CSc1nnc(-c2ccccc2)n1N	-0.2	.	.	-8.2	.	0.2	5.3	6.3	-0.18
